# KCNQ1 pot – potentiates or activates the human KCNQ1 potassium channel; B-score at 10 µM; CHO-K1 KCNQ1, thallium flux FluxOR fluorescence; active compounds read high; 310,000 compounds, 0.35% hits; P51787; AID 2648;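 active = fluorescence ratio B-score, a plate-corrected score, at least three library SD, with initial intensity B-score within 5 SD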
#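 Assay system: CHO-K1 cells stably expressing KCNQ1. Medium: assay buffer for compound exposure, DMSO matched across wells. Timing: 37 °C overnight plating, 90-min dark dye load, 20-min compound pretreatment. Signal: kinetic FluxOR fluorescence, 10 s baseline plus 110 s post-stimulus.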
# RGS4 pot – potentiators or activators of RGS4 | HEK293 M3R/inducible RGS4, carbachol calcium flux Fluo4; active compounds read low | AID 463111 | B-score at 10 µM | 310,000 compounds, 0.92% hits;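 active = B-score of the integrated calcium signal more than 4 SD below the library mean, with starting fluorescence not abnormally high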;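 also: negative B-score means reduced calcium response which marks RGS4 activation or potentiation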
#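 System: HEK293 FlpIn-TREx cells, stable M3R, doxycycline-inducible RGS4. Timing: overnight RGS4 induction, 30 min dye load 37 °C, 20 min compound RT. Also added: carbachol, ECmax concentration. Measured by: Fluo4 fluorescence kinetic imaging of calcium. Evaluation: integrated calcium ratio converted to B score.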
# KCNK3 inh – human KCNK3 channel inhibition, primary screen; CHO-KCNK3 thallium flux, FluxOR fluorescence; active compounds read low; O14649; 340,000 compounds, 0.84% hits; B-score at 10 µM;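 active = B-score under library mean minus 4 SD, starting fluorescence ratio at most library mean plus 5 SD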;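 also: more negative B-score means stronger inhibition of thallium flux through KCNK3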
# hERG rescue – shields human hERG channel from block by proarrhythmic agents; CHO-hERG, FluxOR thallium flux, dofetilide IC70 present; activation (rescue from dofetilide block), less the hit threshold, % at 10 µM; 310,000 compounds, 0.51% hits; AID 1511;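 active = activation above the mean of controls blocked by dofetilide plus 5 SD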;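 also: thallium influx through hERG after potassium depolarization seen as dye fluorescence rise; in these data hits start at about 4.7%; inactives centre near -7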
# Target sequence (Q12809 whole entry, looked up): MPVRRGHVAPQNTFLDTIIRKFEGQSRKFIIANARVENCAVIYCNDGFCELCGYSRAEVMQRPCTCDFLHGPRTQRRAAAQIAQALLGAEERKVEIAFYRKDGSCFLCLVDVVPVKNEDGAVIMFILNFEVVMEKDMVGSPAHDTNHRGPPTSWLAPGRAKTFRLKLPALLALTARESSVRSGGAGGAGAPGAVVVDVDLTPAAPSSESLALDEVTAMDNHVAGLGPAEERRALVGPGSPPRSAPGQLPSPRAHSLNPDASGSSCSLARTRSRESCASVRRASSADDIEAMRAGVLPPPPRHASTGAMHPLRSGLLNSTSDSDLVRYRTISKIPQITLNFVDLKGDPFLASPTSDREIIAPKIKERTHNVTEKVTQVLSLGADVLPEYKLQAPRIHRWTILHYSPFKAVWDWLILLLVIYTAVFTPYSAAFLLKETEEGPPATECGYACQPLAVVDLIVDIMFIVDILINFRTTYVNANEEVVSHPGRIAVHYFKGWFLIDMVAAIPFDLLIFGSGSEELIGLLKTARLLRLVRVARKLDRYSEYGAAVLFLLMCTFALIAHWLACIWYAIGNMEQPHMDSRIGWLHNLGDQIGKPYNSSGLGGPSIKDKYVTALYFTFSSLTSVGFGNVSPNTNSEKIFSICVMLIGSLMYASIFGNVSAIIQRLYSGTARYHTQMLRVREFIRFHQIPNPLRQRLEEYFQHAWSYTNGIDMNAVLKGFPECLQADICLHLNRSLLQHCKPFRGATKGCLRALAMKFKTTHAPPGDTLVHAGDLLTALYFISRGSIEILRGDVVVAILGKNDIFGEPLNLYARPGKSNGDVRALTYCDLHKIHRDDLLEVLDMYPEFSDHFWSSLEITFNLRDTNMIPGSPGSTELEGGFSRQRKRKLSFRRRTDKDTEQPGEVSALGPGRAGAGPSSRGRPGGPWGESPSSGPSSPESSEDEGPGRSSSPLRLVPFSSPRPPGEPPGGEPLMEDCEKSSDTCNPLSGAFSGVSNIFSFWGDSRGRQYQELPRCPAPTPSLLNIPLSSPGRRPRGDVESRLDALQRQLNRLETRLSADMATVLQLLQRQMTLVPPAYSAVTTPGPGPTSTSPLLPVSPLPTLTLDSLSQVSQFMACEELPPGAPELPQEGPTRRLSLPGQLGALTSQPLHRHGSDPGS
# KCNK9 inh – human KCNK9 channel inhibition; Q9NPC2; HEK293 KCNK9, FluxOR thallium flux fluorescence; active compounds read low; B-score at 10 µM; 310,000 compounds, 1.2% hits; AID 488922;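 active = ratio B-score over 3 SD below the library mean, with starting fluorescence within 5 SD of its mean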;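 also: negative B-score means less thallium flux so channel inhibition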
# TMEM16A act – activators or potentiators of mouse TMEM16A chloride channel; HEK293 TMEM16A/YFP-H148Q/I152L, iodide quench fluorescence; active compounds read low; 340,000 compounds, 0.3% hits; B-score at 10 µM;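 active = fluorescence-ratio B-score plate-corrected deviation score at least 3 library SD below zero, with starting fluorescence score within 5 deviations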;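 also: channel opened by trigger with iodide after compound preincubation; score built on the fluorescence ratio of max minus min over baseline; more negative score means more quench and so TMEM16A activation or potentiation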
# MrgX1 agonist – agonists of human MrgX1 receptor; 310,000 compounds, 0.44% hits; MrgX1-HEK293 cells, Fluo-4 calcium fluorescence, agonist mode; active compounds read high; B-score at 10 µM;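 active = calcium response B-score plate-corrected fluorescence ratio at least 3 library SD, with starting fluorescence B-score inside 5 SD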
#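 Material – MrgX1-expressing HEK293 cells · Input – 15,000 cells seeded per well · Dosing – compound as first of three additions · Times – overnight seeding, then 1 h dark dye loading · Measured by – kinetic Fluo-4 NW fluorescence of intracellular calcium · Read-out – B-scored fluorescence response ratio · Benchmarks – positive and negative control wells on each plate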
# KCNQ1 block – inhibitors of human KCNQ1 potassium channel. 310,000 compounds, 1.3% hits. B-score at 10 µM. P51787. CHO-K1 KCNQ1, FluxOR thallium flux fluorescence; active compounds read high. AID 2642;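 active = compounds whose thallium flux B-score, printed positive for inhibition, exceeds three library SD while starting fluorescence stays within three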;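 also: channel opened by potassium depolarization with thallium stimulus after 20 min compound exposure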
# RGS4 inh – human RGS4 inhibition. P49798. 310,000 compounds, 0.45% hits. HEK293 M3R/RGS4 inducible, Fluo-4 calcium flux; active compounds read high; triggered by carbachol at its EC20. AID 463165. B-score at 10 µM;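 active = B-score, a plate-corrected calcium signal, over three deviations above library mean, with baseline fluorescence within five deviations of library mean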;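 also: RGS4 expression induced by doxycycline in cells with stable M3 receptor; B-score is computed from the integrated fluorescence ratio over baseline after carbachol; higher B-score means a larger calcium signal and so more RGS4 inhibition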
# TMEM16A inh – blocks the mouse calcium-activated chloride channel TMEM16A. Q8BHY3. HEK293 TMEM16A/YFP iodide influx fluorescence, ionomycin. normalized B-score (activity score, 25-100; higher = stronger inhibition) at 10 µM. 310,000 compounds, 1.2% hits. AID 588511;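 active = ratio plate-corrected score three or more library SD toward inhibition, starting fluorescence score within five deviations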;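 also: score derived from kinetic fluorescence span divided by baseline fluorescence per well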
# MrgX1 PAM – human MrgX1 positive allosteric modulation, primary screen; MrgX1-HEK293, Fluo-4 calcium flux, FDSS; active compounds read high; 310,000 compounds, 0.63% hits; B-score at 10 µM; AID 588675; Q96LB2;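 active = plate-corrected calcium response at least 3 library SD above typical, normal starting fluorescence, not activating the receptor alone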;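 also: compound read alongside a low EC10 to EC30 dose of BAM8-22 agonist; peak minus trough fluorescence over baseline measured at the second addition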
# * = called active by the depositor; i = inactive; / = not tested or not shown.
Structure,KCNQ1 pot,RGS4 pot,KCNK3 inh,hERG rescue,KCNK9 inh,TMEM16A act,MrgX1 agonist,KCNQ1 block,RGS4 inh,TMEM16A inh,MrgX1 PAM
CCOC(=O)CCCCC(=O)c1[nH]c(=O)[nH]c1CSc1nnc2c3cc(Br)ccc3n(C)c2n1,i,i,/,-5,i,/,i,i,i,i,i
COC(=O)c1ccccc1NC(=O)NN1CCN(C)CC1,i,i,i,-5,i,i,i,i,i,i,i
CC(NC(=O)CCc1nnc(-c2ccc(-c3ccccc3)cc2)o1)c1nccs1 (configuration not stated),i,i,i,-8,i,i,i,i,i,i,i
CN1CCN(C2=NCCO2)CC1,i,i,i,-9,i,i,i,i,i,i,i
CCOc1ccccc1C(=O)NCC(=O)NCCc1ccc(S(N)(=O)=O)cc1,i,i,i,-5,i,i,i,i,i,i,i
Cc1cccc(OCC(=O)Nc2ccc3c(c2)nc(CN2CCCCC2)n3C)c1,i,i,i,-10,i,i,i,i,i,i,i
Cc1cc2cc(CN3C(=O)c4ccccc4C3=O)ccc2[nH]1,i,i,i,-12,i,i,i,i,i,i,i
CCN(CC)CCNC(=S)Nc1ccc2nc(N3CCOCC3)cc(C)c2c1,i,i,i,-6,i,i,i,i,i,i,i
O=C(Nc1ccccc1Cl)C1CCCN(S(=O)(=O)c2ccc(F)cc2)C1 (configuration not stated),i,i,i,-5,i,i,i,i,i,i,i
CCOC(=O)C1=C(CS(=O)(=O)c2ccc(C)cc2)NC(=O)NC1c1ccc(O)c(OC)c1 (configuration not stated),i,i,i,-16,i,i,i,i,i,i,i
O=S(=O)(c1ccc(Br)s1)N1CCC2(CC1)OCCO2,i,i,i,-6,i,i,i,i,i,i,i
CC(=O)c1c(C)n(-c2ccccc2)c2ccc(OCC(O)CN3CCOCC3)cc12 (configuration not stated),i,i,i,-4,i,/,i,i,i,i,i
O=C(Nc1nc2ccccc2s1)c1ccc([N+](=O)[O-])o1,i,i,i,-1,i,i,i,i,i,i,i
CCOC(=O)C1CCN(C(=O)COc2ccc(S(=O)(=O)N3CCOCC3)cc2C)CC1,i,i,i,-2,i,i,i,i,i,i,i
COc1ccc(S(=O)(=O)N2CCOCC2)cc1NC(=O)c1ccccc1C,i,i,i,-7,i,i,i,i,i,i,i
COc1ccc(C)cc1NC(=O)CCCN1C(=O)C(c2ccccc2)Oc2cccnc21 (configuration not stated),i,i,i,-10,i,i,i,i,i,i,i

# Limited to KCNQ1 pot and TMEM16A inh (2 entries from above):
SMILES | KCNQ1 pot | TMEM16A inh
CCOC(=O)C1CCN(C(=O)COc2ccc(S(=O)(=O)N3CCOCC3)cc2C)CC1 | i | i
O=S(=O)(c1ccc(Br)s1)N1CCC2(CC1)OCCO2 | i | i

# Later entries
Structure,KCNQ1 pot,RGS4 pot,KCNK3 inh,hERG rescue,KCNK9 inh,TMEM16A act,MrgX1 agonist,KCNQ1 block,RGS4 inh,TMEM16A inh,MrgX1 PAM
N#C/C(=C\c1c(F)cccc1Cl)S(=O)(=O)c1ccccn1,i,i,i,-1,i,i,i,i,i,i,i
Cc1cc(C)nc(NN=C(c2ccccc2)c2ccccc2)n1,i,i,i,-15,i,i,i,i,i,i,i
O=C(N/N=C/c1cccs1)[C@H]1C[C@@H]1c1ccccc1,i,i,i,-1,i,i,i,i,i,i,i
O=C(Nc1ccc2c(c1)OCCO2)C1CCCN(S(=O)(=O)c2cccc3nsnc23)C1 (configuration not stated),i,i,i,-11,i,i,i,i,i,i,i
CCCCN1C(=O)c2ccc(C(=O)Nc3ccc(C)c(S(=O)(=O)N(C)C)c3)cc2C1=O,i,i,i,1,i,i,i,i,i,i,i
CC(C)N(CCNCc1nnc(-c2ccccc2)o1)C(C)C,i,i,i,-9,i,i,i,i,i,i,i
CCOc1ccc(NC(=O)CN(C)C(=O)CC2CC3CCC2C3)cc1OCC (configuration not stated),i,i,i,-16,i,i,i,i,i,i,i
C[C@H](NC(=O)[C@@H]1CSC2c3ccccc3C(=O)N21)C(=O)NCCc1ccc(F)cc1 (some centres not stated),i,i,i,-7,i,i,i,i,i,i,i
CC(C)(C)c1ccc(C(=O)NC(=S)Nc2ccc(N3CCOCC3)cc2)cc1,i,i,i,-6,i,i,i,i,i,i,i
c1ccc(-c2cc(-c3nc4ccccc4[nH]3)c3ccccc3n2)cc1,i,-9.6*,-10*,-38,-7.6*,i,i,8*,i,i,i
CCN(CC)C(=O)Cn1cnc2sc(C)c(S(=O)(=O)N3CCC(C)CC3)c2c1=O,i,i,i,-2,i,i,i,i,i,i,i
Cc1ccc(C2C(C#N)=C(N)Oc3cc(C)oc(=O)c32)o1 (configuration not stated),i,i,i,-13,i,i,i,i,7.3*,i,i
O=S(=O)(NCCCN1CCOCC1)c1ccc2ccccc2c1,i,i,i,-8,i,i,i,i,i,i,i
COc1ccccc1CCN1CCCC(CN(C)C(=O)CCC(N)=O)C1 (configuration not stated),i,i,i,-3,i,i,i,i,i,i,i
Cc1cccc(C)c1NC(=O)N1CC(C)OC(C)C1 (configuration not stated),i,i,i,-4,i,i,i,i,i,i,i
O=C(CN1CCC(O)(c2cccc(C(F)(F)F)c2)CC1)NCCc1ccccc1,i,i,i,-2,i,i,i,i,i,i,i
COc1ccccc1NC(=O)Nc1ccncc1,i,i,i,-1,i,i,i,i,i,i,i
O=C(c1cc(-c2ccc(Cl)cc2Cl)on1)N1CCOCC1,i,i,i,-4,i,i,i,i,i,i,i
COc1cc(OC)c2c(-c3ccccc3)cc(=O)oc2c1C(CCN1CCCC(C)C1)c1ccc2c(c1)OCO2 (configuration not stated),i,i,i,-24,i,i,i,i,i,i,i
CC(C)CC(NC(=O)C(CC(C)C)NC(=O)OC(C)(C)C)C(=O)O (configuration not stated),i,i,i,-6,i,i,i,i,i,i,i
Cc1cc(C(F)(F)F)nc(Nc2nc(C)c3ccccc3n2)n1,i,i,i,-11,i,i,i,i,i,i,i
N#CCSc1nc2ccccc2c2nc3ccccc3n12,i,i,i,-4,i,i,i,i,i,i,i
Cc1cc(NC(=O)CSc2nnc3ccc(-c4ccc(F)cc4)nn23)no1,i,i,i,-14,i,i,i,i,i,i,i
CC(=O)c1ccc(OCC(C)Oc2ccc(C#N)cc2)cc1 (configuration not stated),i,i,i,-6,i,i,i,i,i,i,i
Cc1ccc(NC(=O)Nc2nnc(-c3ccncc3)s2)cc1,i,i,i,-12,i,i,i,i,i,i,i
CC1(CCCN2C(=O)c3ccccc3C2=O)OCCO1,i,i,i,-4,i,i,i,i,i,i,i
Cc1nn(C(CC(=O)O)C(=O)O)c(C)c1Br (configuration not stated),i,i,i,4,i,i,i,i,i,i,i
CC1Cc2ccccc2N1S(=O)(=O)c1cnc[nH]1 (configuration not stated),i,i,i,-7,i,i,i,i,i,i,i
O=C(Nc1cccc(-c2ccc(N3CCOCC3)nn2)c1)c1ccc(F)cc1F,i,i,i,-11,i,i,i,i,i,i,i
Cc1cccc(NS(=O)(=O)c2ccc(C(=O)N3CCCC3)cc2)c1C,i,i,i,-7,i,i,i,i,i,i,i
CCOc1ccc(-n2c(-c3ccccc3)nnc2-c2ccccc2)cc1,i,i,i,-8,i,i,i,i,i,i,i
CCN(CC(=O)Nc1ccc(OC)cc1)C(=O)c1ccc2c(c1)NC(=O)C(C)S2 (configuration not stated),i,i,i,-7,i,i,i,i,i,i,i
CCC(CC)C(=O)Nc1nnc(CCc2ccccc2)s1,i,i,i,-7,i,i,i,i,i,i,i
Cc1ccc(C2(C)NC(=O)N(CC(=O)N(Cc3ccccc3)C(C)(C)C)C2=O)cc1 (configuration not stated),i,i,i,-18,i,i,i,i,i,i,i
CCCCn1c(SCC(=O)O)nc2ccccc21,i,i,i,-10,i,i,i,i,i,i,i
O=C(Nc1cc([N+](=O)[O-])ccc1N1CCOCC1)c1ccco1,i,i,i,14*,i,i,i,i,i,i,i
COCCCN1CN(S(=O)(=O)c2ccc(Cl)cc2)c2nc3ccccc3nc21,i,i,i,-6,i,i,i,i,i,i,i
CCN(Cc1ccccc1)S(=O)(=O)c1ccc(C(=O)N(CCCN(C)C)c2nc3c(C)c(C)ccc3s2)cc1,i,i,i,-19,i,i,i,8*,i,i,i
Cc1ccc(C)c(CSCc2nc3ccccc3[nH]2)c1,i,i,i,-8,i,i,i,i,i,i,i
C=CCN(C(=O)Cn1nnc2ccccc21)C(C(=O)NCCOC)c1ccc(OC)cc1OC (configuration not stated),i,i,i,-5,i,-6*,i,i,i,i,i
Cc1cccc(CC(C)NC(=O)c2cc(COc3ccc(F)cc3F)on2)n1 (configuration not stated),i,i,i,-9,i,i,i,i,i,i,i
COc1ccc(NC(=O)Nc2ccc(F)cc2)cn1,i,i,i,0,i,i,i,i,i,i,i
O=C1/C(=C/c2ccc3c(c2)OCO3)CCC/C1=C\c1ccc2c(c1)OCO2,i,i,i,-5,i,i,i,i,i,i,i
COc1ccc(C(=O)N/C(=C\c2cn(S(=O)(=O)N(C)C)c3ccccc23)C(=O)NC(C)C)cc1,i,i,i,-3,i,i,i,i,i,i,i
Cc1nn(-c2ccccc2)c(C)c1/C=N\N1CCN(c2ccc(Cl)cc2)CC1,i,i,i,-8,i,i,i,i,i,25*,i
CSCCC(NS(=O)(=O)c1ccc2[nH]c(=O)c(=O)[nH]c2c1)C(=O)O (configuration not stated),i,i,i,-11,i,i,i,i,i,i,i

# Bioassay records from PubChem BioAssay.
